# RXFP1 antag – antagonists of human relaxin receptor RXFP1 | Q9HBX9 | HEK293-RXFP1, relaxin-stimulated cAMP HTRF, 30 min; hits give low values | activity change, negative = inhibition, % at 57.5 µM | 350,000 tested, 0.59% active;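 active = activity change of -60% or lower, but not beyond a set lower limit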
# Target sequence (Q9HBX9 whole entry, looked up): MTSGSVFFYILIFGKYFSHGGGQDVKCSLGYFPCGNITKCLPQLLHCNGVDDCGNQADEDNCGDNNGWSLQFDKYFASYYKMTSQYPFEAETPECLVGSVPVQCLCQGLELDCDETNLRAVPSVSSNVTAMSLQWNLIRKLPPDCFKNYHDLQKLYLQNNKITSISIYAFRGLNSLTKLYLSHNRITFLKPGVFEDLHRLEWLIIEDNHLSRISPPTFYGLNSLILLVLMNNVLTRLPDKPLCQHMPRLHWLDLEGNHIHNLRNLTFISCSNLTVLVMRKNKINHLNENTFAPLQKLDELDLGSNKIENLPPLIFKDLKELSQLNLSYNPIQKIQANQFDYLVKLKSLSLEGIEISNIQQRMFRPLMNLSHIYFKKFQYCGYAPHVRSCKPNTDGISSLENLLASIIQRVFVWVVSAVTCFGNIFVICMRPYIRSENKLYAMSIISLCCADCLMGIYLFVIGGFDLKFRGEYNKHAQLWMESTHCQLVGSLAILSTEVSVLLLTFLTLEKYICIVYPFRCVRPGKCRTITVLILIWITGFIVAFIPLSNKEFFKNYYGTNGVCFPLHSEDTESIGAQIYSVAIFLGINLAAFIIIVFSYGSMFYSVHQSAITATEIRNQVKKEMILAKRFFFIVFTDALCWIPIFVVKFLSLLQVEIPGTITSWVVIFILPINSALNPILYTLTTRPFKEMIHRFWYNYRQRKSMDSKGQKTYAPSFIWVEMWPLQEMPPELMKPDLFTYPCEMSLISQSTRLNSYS
# Active calls of the source: *. % is scaled to controls: 0 for no effect and ±100 for the full control effect.
compound	RXFP1 antag
Cn1c(N)c(C(=O)COC(=O)Cc2c(F)cccc2Cl)c(=O)n(C)c1=O	2
COc1ccccc1C(=O)NCCC(=O)NC1CCCCCC1	-16
Cc1nn(C)cc1C(C(=O)NC1CCCCC1)N(C(=O)Cc1cccs1)c1ccc(C(C)C)cc1 (centres undefined)	-11
Cc1ccc(NC(=O)CN2CCOCC2)cc1S(=O)(=O)N1CCCCC1	0
COC(=O)[C@H]1C[C@H](OC(=O)NCc2ccco2)[C@@]2(O)CN(S(=O)(=O)c3ccc(C)cc3)CC2[C@H]1C(=O)OC (some centres undefined)	9
O=C1CN(S(=O)(=O)c2cc(Br)ccc2Br)CCN1	-2
COc1ccccc1NS(=O)(=O)c1cccc(NS(=O)(=O)c2cc(C(=O)O)ccc2Cl)c1	2
CCN1C(=O)[C@H]2[C@@H](c3ccc(OC)cc3)N[C@]3(CCCN(Cc4ccccc4)C3=O)[C@H]2C1=O	4
CNc1nc(CCN2C(=O)c3ccccc3C2=O)cs1	0
CCOc1ccc(Nc2ccc(N)c(S(=O)(=O)O)c2)cc1	3
O=C(NC1CCOC1=O)c1ccccc1 (centres undefined)	0
COc1ccc(NC(=O)CSc2nncs2)cc1S(=O)(=O)N1CCCCC1	-4
COc1cc(NC(=O)CN2C(=O)COc3ccccc32)cc(OC)c1	-7
Cc1ccc(-c2nc3c(c(SCC(=O)N4CCOCC4)n2)COC(C)(C)C3)cc1	-13
C#CCOCC1CN(c2ccccc2)C(=O)O1 (centres undefined)	3
O=S(=O)(Oc1ccccc1)c1cccnc1	-3
Cc1cc(-c2nc3cc(F)ccc3s2)ccc1N	-9
O=C(N=C1SC2CS(=O)(=O)CC2N1Cc1ccccc1)c1ccccc1 (centres undefined)	-2
C=CCCC(=O)N1C[C@H]2CON(C)[C@H]2C[C@H]1c1ccc(Br)cc1	5
COc1ccc(NC(=O)c2sc3nc(N4CCOCC4)c4c(c3c2N)CCCC4)cc1	4
COc1ccc(OC)c(-c2cc(C3CCN(c4cc(Cl)nc(N)n4)CC3)[nH]n2)c1	-26
O=c1ncn(-c2cccc([N+](=O)[O-])c2)c2ccccc12	-2
CCC1CCCCN1C(=S)NC(=O)c1ccco1 (centres undefined)	7
CCN(CC(=O)NCc1cccs1)C(=O)CCOc1ccccc1	0
O=C(COc1ccc(Br)cc1)NNC(=O)c1cc(S(=O)(=O)N2CCOCC2)ccc1Cl	5
CCC(C)N(C(=O)CSc1nncn1C)C1CCS(=O)(=O)C1 (centres undefined)	-4
CN(C(=O)c1ccc(F)cc1)c1ccc(OCC(=O)Nc2ccccc2C(=O)O)cc1	-27
C=CC(=O)Oc1ccc(N2Cc3ccccc3C2=O)cc1	-16
COc1ccccc1CNC(=O)CN1C(=O)NC2(CCCCCC2)C1=O	-4
O=C(NC(=S)Nc1ccc(-c2ccccc2)cc1)c1ccccc1	-12
Nc1nc(SCc2cccnc2)c2ncn(C3OC(CO)C(O)C3O)c2n1 (centres undefined)	-4
O=C(CSc1nnc(-c2ccccc2F)n1C1CC1)N1CCCC1	2
CCOC(=O)c1ccc(N(CCC2CO2)S(=O)(=O)c2ccc(C)cc2)cc1 (centres undefined)	-6
C[C@@H]1CCCCO[C@@H](CN(C)S(=O)(=O)c2ccccc2)[C@@H](C)CN([C@H](C)CO)C(=O)c2cc(N(C)C)ccc2O1	3
CCC(=O)Oc1ccc(NC(=O)c2ccc(S(=O)(=O)N3CCCC3)cc2)cc1	-3
Cc1c(C=C(C#N)c2ccc([N+](=O)[O-])cc2)c(=O)n(-c2ccccc2)n1C	-5
CCOC(=O)C1=C(C)OC(=Cc2ccccc2)C1=O	4
COc1ccc2cc(C3=CC(=O)CCC3)ccc2c1	7
O=C(CNC(=O)c1ccc(Cl)cc1Cl)OCc1nnc(-c2ccccc2Br)o1	1
COc1ccccc1CNC(=O)CN(C)CC(=O)Nc1ccccc1Br	-3
O=C(NCCCN1CCOCC1)c1cn(-c2ccccc2)nc1-c1ccc(Br)cc1	-9
CCOC(=O)C1=C(CC)Nc2ccccc2N/C1=N\S(=O)(=O)c1cccc(C(C)=O)c1	2
CC1(c2cccc3ccccc23)OC(=O)c2ccccc21 (centres undefined)	-6
Clc1ccc2nc(-c3ccccc3)c(Cc3ccccc3)n2c1	-4
NC(=O)c1ccc(NC(=O)COC(=O)C2CC3C=CC2C3)cc1 (centres undefined)	-1
CCOC(=O)c1ccc(S(=O)(=O)N2CCN(C(=O)c3cccc(S(=O)(=O)N4CC(C)OC(C)C4)c3)CC2)cc1 (centres undefined)	5
Nc1cc(=O)n(Cc2ccccc2)c(=O)n1Cc1ccccc1	-3
O=C1CC2C(CCC23OCCO3)c2ccc3ccccc3c21 (centres undefined)	-2
O=C(O)C(c1cccs1)C1(O)CCCCC1 (centres undefined)	-4
Cc1cc(C(=O)OCC(=O)NC2CCCC(C)C2C)c(C)o1 (centres undefined)	2
CCC(Cc1ccccc1)OC(=O)c1ccccc1C(=O)O (centres undefined)	6
CC(=O)c1ccc(S(=O)(=O)NCCc2cn3ccc(C)cc3n2)cc1	-1
O=[N+]([O-])c1ccccc1CCc1ccccc1[N+](=O)[O-]	18
COc1ccc(C=CC(=O)c2ccc(OC)c(OC)c2O)cc1OC	-26
Cc1cnc(C(=O)N2CCN(S(=O)(=O)c3ccc(F)c(F)c3F)CC2)cn1	9
COc1cc(CC(=O)OCC(=O)c2ccc(F)cc2)cc(OC)c1OC	1
CCOC(=O)c1ccc(S(=O)(=O)N2CCN(C(=O)c3ccccn3)CC2)cc1	2
CCC1(C)Cc2c(sc3nc4n(c(=O)c23)CCCS4)CO1 (centres undefined)	-12
Cc1ccc(S(=O)(=O)N[C@H](C(=O)NC2CCC(C)CC2)C(C)C)cc1 (some centres undefined)	1
COc1ccc(S(=O)(=O)Nc2cccc3ccc(O)cc23)cc1	17

# 2 successive records out of the list so far, quoted:
compound	RXFP1 antag
O=C(NC1CCOC1=O)c1ccccc1 (centres undefined)	0
COc1ccc(NC(=O)CSc2nncs2)cc1S(=O)(=O)N1CCCCC1	-4

# (further entries)
compound	RXFP1 antag
C[C@H](CO)N1C[C@H](C)[C@@H](CN(C)C(=O)Cc2ccccc2)OCc2cnnn2CCCC1=O	0
CCOC(=O)CSC1=C(C#N)C(c2ccccc2F)C(C(C)=O)=C(C)N1 (centres undefined)	18
COc1ccc(NS(=O)(=O)c2cccc(C(=O)NN=Cc3ccc(O)c(OC)c3)c2)cc1	3
Cc1cc(O)cc2c1O[C@](C)(CCC[C@H](C)CCC[C@H](C)CCCC(C)C)CC2	14
COc1ccc(Cc2nc3ccc(C(=O)N(C)Cc4nccn4C)cc3o2)cc1	3
COc1ccccc1C(C)NC(=O)c1ccc(S(=O)(=O)NCc2ccco2)cc1 (centres undefined)	4
COCCNC(=O)c1ccc(N2CC3CC(C2)c2cccc(=O)n2C3)c(NC(=O)c2ccccc2Br)c1 (centres undefined)	-2
O=C(C=C(C(=O)c1ccccc1)c1ccccc1)c1ccccc1	-11
COc1cc(C(=O)N2CCOC23CCN(Cc2ccccc2)CC3)cc(OC)c1OC	-2
O=C(CSc1nnc(C2CC2)n1C1CC1)c1ccc(Br)s1	-4
OC(COc1ccccc1)CN1CCN(c2cccc(Cl)c2)CC1 (centres undefined)	-20
COc1ccccc1NC(=O)c1ccc(S(=O)(=O)N(C)c2ccccc2OC)cc1	0
Cc1ccccc1C(=O)OCC(=O)NCc1ccco1	3
COc1ncccc1C(=O)N1CCCC(N2CCN(c3ccc(F)cc3)CC2)C1 (centres undefined)	-13
CCOc1ccc2nc3ccc4[nH]onc4c3c2c1	26
CN(C(=O)COc1ccccc1)c1ccc([N+](=O)[O-])cc1	3
COC(=O)c1ccc(NCc2c(O)ccc(O)c2Br)cc1Cl	-37
ON=C(CCc1ccccc1)CCc1ccccc1	-6
N#Cc1cc([N+](=O)[O-])ccc1NC(=O)COC(=O)c1cnccn1	-6
O=C(NC(=S)Nc1c(Cl)cc(Cl)cc1Cl)c1ccccc1	-3
CCn1nnnc1SCC(=O)N1CCc2ccccc21	8
CN(N=Nc1nc[nH]c1C(=O)NN)C1CCCCC1	-10
COc1cc(SC)ccc1C(=O)OCC(=O)N1CC(=O)Nc2ccccc21	-8
COC(=O)c1ccc(CNC(=O)CN2C(=O)NC(Cc3ccccc3)(c3ccccc3)C2=O)cc1 (centres undefined)	10
O=C(Nc1ccccc1F)Nc1cccnc1Cl	3
CCOC(=O)n1ccn(C)c1=S	-8
O=C(CCS(=O)(=O)c1ccccc1)NNC(=O)COc1ccc(F)cc1	-2
Cc1cccc(NC(=O)c2cccc(C(=O)Nc3cccc(C)c3)n2)c1	-5
O=C(COc1ccccc1Cl)Nc1nc(-c2ccncc2)cs1	-40
C[C@H]1CN([C@@H](C)CO)C(=O)CCCn2cc(nn2)CO[C@@H]1CN(C)C(=O)Nc1ccc2c(c1)OCCO2	7
COc1ccc(NC2=CC(=O)CC(c3ccc(C)cc3)C2)c(OC)c1 (centres undefined)	5
Cc1cccc(NC(=O)CSc2nc3ccccc3c(=O)n2CC2CCCO2)c1 (centres undefined)	9
Cc1ccc2c(C)c(C(=O)N3CCC(C(N)=O)(N4CCCCC4)CC3)oc2c1C	5
COc1ccc(CNC(=O)O[C@]23C[C@H]4C(=O)N(c5ccccc5)C(=O)[C@H]4C[C@@]2(O)CN(S(=O)(=O)c2ccc(C)cc2)C3)cc1OC	3
CC(=NCc1ccccc1)c1ccc(O)cc1O	4
COc1cccc(-c2nnc(NC(=O)CCS(=O)(=O)c3ccc(F)cc3)o2)c1	7
O=C(O)c1ccc(NC(C(=O)c2ccccc2)c2ccccc2)cc1 (centres undefined)	3
O=C(c1ccc([N+](=O)[O-])cc1)N(Cc1ccccc1)Cc1ccccc1	-9
CC12CCC(C(=NO)C1=O)C2(C)C (centres undefined)	-5
CC1(c2ccccc2Br)NC(=O)N(CC(=O)N2CCc3ccccc3C2)C1=O (centres undefined)	-11
CCS(=O)(=O)c1nc(S(=O)(=O)c2ccc(C)cc2)c(N2CCCCCC2)s1	2
COC(=O)C1C2CC3c4[nH]c5cc(OC)ccc5c4CCN3CC2CC(OC(=O)CC(C)=O)C1OC (centres undefined)	-19
Nc1nnnn1/N=C/c1ccccc1Cl	-2
CCC1(c2ccc(F)cc2)NC(=O)N(CC(=O)Nc2cccc(S(=O)(=O)N3CCOCC3)c2)C1=O (centres undefined)	2
Cc1nc(SCC(=O)Nc2sccc2C(N)=O)c2c(C)c(C)sc2n1	-8
Cc1cc(C)cc(OCC(=O)N2CCN(c3ncccn3)CC2)c1	1
COc1ccc(NC(=O)CNc2cc(S(=O)(=O)N3CCOCC3)ccc2N2CCOCC2)c(OC)c1	6
CCN(c1ccc(NC(=O)COC(=O)C2CCN(c3ccc(C(F)(F)F)cn3)CC2)cc1)C(C)C	-2
O=C(CSc1nc2[nH]ncc2c(=O)[nH]1)Nc1cc(C(F)(F)F)ccc1Cl	2
CCN(CC)CCn1c(/N=C/c2ccc(OC)c(OC)c2)nc2ccccc21	-17
Cc1ccc(S(=O)(=O)N2C[C@H]3[C@H]4C(=O)N(c5ccccc5)C(=O)[C@H]4C[C@H](OC(=O)NCc4ccccc4F)[C@@]3(O)C2)cc1	4
COc1ccc(C(=O)Nc2cccc(C(=O)Nc3cc(C)ccn3)c2)cc1	-20
COc1cc(/C=C/C(=O)OCC(=O)N2CCN(S(=O)(=O)c3ccc(C)cc3C)CC2)ccc1OC(F)F	3
COc1ccc(/C=C/C(=O)OCC(=O)c2cc(C)ccc2C)cc1	1
CC(=O)N(C)c1ccc(NC(=O)C(c2ccccc2)c2ccccc2)cc1	1
COc1ccc(NC(=O)CSc2nnc(-c3cccs3)n2N)cc1S(N)(=O)=O	-10
NC(=O)CC[C@@H](N)C(=O)O	-8
O=C(CSc1ccccc1F)NC(=O)NC1CCCC1	-1
CC(C)Cn1c(=O)c(C(=O)Nc2ccncc2)c(O)c2ccccc21	-7
COc1ccc(C(=O)Cn2c(NCCCO)nc3ccccc32)cc1	2
NS(=O)(=O)c1ccc(NC(=O)CN(C(=O)C(F)(F)F)C2CCCC2)cc1	3
Cc1ccc(C(=O)NC(C)C(c2cccs2)N2CCOCC2)cc1C (centres undefined)	5
O=C(COc1ccccc1)Nc1cccc2c1CCCC2	-1

# Grouped by structure: the compounds so far containing a Cl atom
compound	RXFP1 antag
Cn1c(N)c(C(=O)COC(=O)Cc2c(F)cccc2Cl)c(=O)n(C)c1=O	2
COc1ccccc1NS(=O)(=O)c1cccc(NS(=O)(=O)c2cc(C(=O)O)ccc2Cl)c1	2
COc1ccc(OC)c(-c2cc(C3CCN(c4cc(Cl)nc(N)n4)CC3)[nH]n2)c1	-26
O=C(COc1ccc(Br)cc1)NNC(=O)c1cc(S(=O)(=O)N2CCOCC2)ccc1Cl	5
O=C(CNC(=O)c1ccc(Cl)cc1Cl)OCc1nnc(-c2ccccc2Br)o1	1
Clc1ccc2nc(-c3ccccc3)c(Cc3ccccc3)n2c1	-4
OC(COc1ccccc1)CN1CCN(c2cccc(Cl)c2)CC1 (centres undefined)	-20
COC(=O)c1ccc(NCc2c(O)ccc(O)c2Br)cc1Cl	-37
O=C(NC(=S)Nc1c(Cl)cc(Cl)cc1Cl)c1ccccc1	-3
O=C(Nc1ccccc1F)Nc1cccnc1Cl	3
O=C(COc1ccccc1Cl)Nc1nc(-c2ccncc2)cs1	-40
Nc1nnnn1/N=C/c1ccccc1Cl	-2
O=C(CSc1nc2[nH]ncc2c(=O)[nH]1)Nc1cc(C(F)(F)F)ccc1Cl	2

# Bioassay records as filed in PubChem BioAssay.

# The list is partial; count on the stated rates, not on these rows.
